EWS-Fli block = EWS/Fli transcriptional activity inhibition; A673 NR0B1-luciferase reporter, viability-normalised; inhibition, % at 12.6 µM; 350,000 compounds, 0.67% hits;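 active = mean inhibition of at least 50% after viability correction, with every replicate also passing that limit; inconclusive = mean reaches 50% but only one of two replicates passes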;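 note: firefly luciferase signal divided by Alamar Blue viability fluorescence both relative to DMSO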
miR122 inh = inhibitors of miR-122 in Huh7 cells; activation (reporter increase), % at 12.5 µM; 340,000 compounds, 0.3% hits; Huh7 miR-122 Renilla luciferase sensor, 48 h; neutral wells = 0, positive control = 100; AID 602342;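 active = mean replicate activation score at least 90 and every replicate individually at or above 90; inconclusive = only one of the two criteria met; inactive = neither criterion met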;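 note: higher luciferase means less miR-122 activity so hits act as miR-122 inhibitors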
DENV2 CPE = protects cells from dengue virus 2 cytopathic effect; DENV2-infected cells, cytopathic effect rescue, plate reader; CPE inhibition, % at 9.99 µM; 350,000 compounds, 1.7% hits; in the data active = CPE inhibition above about 20%, passing the limit was not always enough; inconclusive = no clear call, values can overlap the other calls; tested in BHK-21 cells;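 note: 0% = median of neutral control wells and 100% = median of positive control wells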
GSIS activator = primary screen for activators of insulin secretion dependent on glucose, INS-1E cells, GLuc reporter luminescence | INS-1E GLuc reporter insulin secretion, 2-3 h | activation, % at 16.6 µM | 370,000 compounds, 0.61% hits;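 active = lowest replicate activation of at least 40%, so every replicate reaches that level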;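 note: 0% = median of neutral control wells and 100% = median of IBMX positive control wells; some compounds called inactive have numbers as strong as hits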
PAX8 reporter = PAX8 transcriptional activity inhibition; AID 652154; RMG-I TPO-luciferase reporter, SteadyGlo, 24 h; 360,000 compounds, 1.2% hits; inhibition, % at 12.6 µM;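 active = mean replicate inhibition at least 60% with every replicate also reaching 60%; inconclusive = only one of the two criteria is met; inactive = mean below 60% and not all replicates reaching 60%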;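 note: luciferase light reporting Pax8 driven TPO promoter activity; plate controls were median of neutral control wells for no effect and mitoxantrone controls for full effect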
FN deposit inh = fibronectin deposition inhibition. 350,000 compounds, 0.086% hits. AH1F fibroblasts, Alexa488-fibronectin deposition fluorescence, overnight. inhibition, % at 12.6 µM. AID 743247;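 active = mean inhibition across replicates of 30% or more, regardless of how many single replicates reach that level; inconclusive = mean under 30% yet at least half of replicates reach 30%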;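 note: positive control wells lacked labelled fibronectin entirely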
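Measured by – fluorescence 485/525 nm · System – AH1F fibroblast monolayer, labelled fibronectin deposition · Amount – 10000 cells per well · Buffer or medium – serum-reduced DMEM (2% serum) · Doses – single dose, pinned · Also added – fluorescent fibronectin at 24 nM final · Schedule – 1 h cell attachment, overnight exposure to compound and label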
CFTR F508del cor = CFTR F508del correction in bronchial cells; CFBE cells, YFP halide quenching; stimulated with forskolin plus potentiator P3; % fluorescence drop versus neutral controls; activity (quench increase), % at 7.58 µM; 350,000 compounds, 0.36% hits;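 active = mean added fluorescence quench of at least 8% versus neutral control, with both replicates also reaching 8%; inconclusive = only one of the mean or replicate conditions met; inactive = mean below 8% and not both replicates reaching 8%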;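 note: cells transiently co-express mutant CFTR-F508del with the halide-sensitive YFP; corrector assay measuring rescue of mutant channel to the surface after 24 h compound exposure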
An asterisk follows results filed as active; ? = inconclusive; · = no result given; & = joins results of further samples; [ ] = another dose, or the depositor's remark.

Each structure is followed by: EWS-Fli block, miR122 inh, DENV2 CPE, GSIS activator, PAX8 reporter, FN deposit inh, CFTR F508del cor
COc1ccc(NC(=S)NC(C)c2ccncc2)cc1OC (stereo not drawn)
    8.6, 3.9, ·, 30.9, 16.0, ·, 0.3
O=C(Nc1cccc2ccccc12)C(=O)C1C(=O)Nc2ccccc21 (stereo not drawn)
    8.0, 6.1, 0.1, 3.8, 21.1, 5.1, 0.8
OCC[C@@H]1C[C@H](O)[C@@H](O)[C@@]2(CCc3ccccc3CO2)O1
    -8.8, 4.1, 6.8, -2.3, -27.3, -6.3, -0.3
N#CCC(=O)Nc1cc(C(F)(F)F)ccc1N1CCOCC1
    9.1, ·, -7.7, 2.0, 10.7, -0.8, -2.0
CCOC(=O)N1CCN(C(=O)COC(=O)CSc2ccc([N+](=O)[O-])cc2)CC1
    -2.8, -8.8, ?, 9.5, 6.8, 1.5, -3.4
Cc1ccc2nc(NCCCO)[nH]c2c1
    ·, 1.5, ·, ·, -20.7, 1.7, ·
O=C(O)c1ccc(-c2nnc(-c3ccccc3)o2)cc1
    -6.8, 1.1, -2.6, 0.3, -82.9, 0.1, -1.1
COC(=O)C[C@@H]1CC[C@@H]2[C@@H](COc3ccc(NS(C)(=O)=O)cc3C(=O)N2C)O1
    5.8, 8.3[16.7 µM], 2.5, -0.2, -1.9, -11.1, 1.5
O=C(NCCCCc1ccccc1)C1CC(c2cccc([N+](=O)[O-])c2)=NO1 (stereo not drawn)
    -18.4, -1.6, 15.5, -20.1, 21.2, 3.4, -0.1
C[C@@H]1CCCCO[C@@H](CN(C)C(=O)Nc2ccc(F)cc2)[C@@H](C)CN([C@@H](C)CO)C(=O)c2cc(NC(=O)Nc3cccc4ccccc34)ccc2O1
    6.2, 3.6[16.7 µM], -2.2, 12.4, -2.8, -4.7, 4.6
COCCOC(=O)c1c(C)n(C)c2ccc(OC(=O)c3ccccc3F)cc12
    -30.1, -0.6, -3.9, 5.5, -16.2, -20.9, -1.7
CCOC(=O)c1cnc2c(cnn2C)c1NCCC#N
    ·, 2.2, ·, ·, 1.7, -6.2, ·
Cc1[nH][nH]c(=O)c1C(c1ccccc1[N+](=O)[O-])C(C#N)C#N (stereo not drawn)
    14.4, 0.4, 0.1, 1.1, 9.7, -4.6, 0.4
CCCC#Cc1cnc2c(c1)C(=O)N([C@@H](C)CO)C[C@@H](C)[C@H](CN(C)C(=O)Cc1ccncc1)O2
    6.2, -6.2[16.7 µM], -4.4, 8.5, ·, ·, -2.1
O=C(c1cc2c(=O)n3ccccc3nc2s1)N1CCN(c2cccc(Cl)c2)CC1
    4.7, 1.6, -1.5, -20.8, 1.0, -7.0, -1.6
O=C(COC(=O)COc1ccc2c(c1)CCC2)Nc1ccccc1C(F)(F)F
    -1.6, -4.8, -3.7, 13.0, -3.7, -3.8, 0.3
C[C@@H]1CN([C@H](C)CO)C(=O)c2cccc(NC(=O)NC3CCCCC3)c2O[C@H]1CN(C)Cc1ccc(Oc2ccccc2)cc1
    11.3, 27.3[16.7 µM], -3.7, -4.5, ·, 4.8, -4.1
COc1ccc2c3c([nH]c2c1)[C@@H](CO)N(Cc1ccccc1)CC31CCN(S(C)(=O)=O)CC1
    4.0, ·, -3.4, 13.7, ·, ·, -1.6
Cc1cccnc1NC(=O)CNC(=O)COc1ccccc1
    7.0, -8.4, 3.0, 11.6, 4.4, 5.2, -6.1
Cc1cccc(NS(=O)(=O)c2cc(C(=O)NCCC3=CCCCC3)ccc2Cl)c1
    25.7, ·, 4.1, -17.6, ·, ·, -7.1
Cc1ccccc1OCC(=O)Nc1ccncc1
    -7.1, ·, -2.4, -11.6, 22.5, -7.2, 0.5
O=C1CCC(=O)N1CN(Cc1ccco1)CN1C(=O)CCC1=O
    ·, -4.6, ·, ·, 8.5, -3.8, ·
Cn1cccc1C(=O)OCC(=O)c1ccc(Br)s1
    -66.5, ·, 6.9, ·, -189.1, ·, 1.1
Cc1ccc(S(=O)(=O)NC2CCCCC2)cc1C(=O)N1CCC(C(N)=O)CC1
    1.3, 1.1, -5.2, -5.8, 2.2, 3.7, 2.0
N#CCC(=O)Nc1ccc(C(=O)N2CCN(c3ccccn3)CC2)cc1
    -3.9, -2.2, 1.7, -1.8, 3.5, 7.0, 1.0
CCN(CC1CCCN(CCc2cccc(F)c2)C1)C(=O)c1cc2ccccc2o1 (stereo not drawn)
    2.9, -1.3, -4.8, 10.8, -0.5, 0.1, 1.9
Cc1cccc(S(=O)(=O)N2CCCCN3[C@H](C2)[C@@H](c2ccc(C#CC4CC4)cc2)[C@@H]3CO)c1
    4.3, 2.1[16.7 µM], 1.3, -2.4, 38.8, ·, 0.8
Cc1ccc(C)c(OCC(=O)Nc2ccccc2C(=O)NC2CC2)c1
    -4.3, -4.8, -1.1, 14.3, 1.0, -3.5, -2.1
Cc1ccc(O)c(C(=O)c2cnc3c(c2)COc2ccccc2-3)c1
    ·, 0.1, ·, ·, 1.8, -9.9, ·
Cc1cc(=O)[nH]c(-c2ccccc2)n1
    ·, 4.8, ·, ·, 4.1, -5.8, ·
CC(C)Oc1cccc(C(=O)NC(=S)NCc2cccnc2)c1
    ·, 6.0, ·, -12.1, -3.6, 3.9, ·
O=c1[nH]c2ccccc2[nH]c1=O
    5.8, 6.5, -3.0, 12.6, 9.2, 3.0, -0.4
CCC(/C=C1\Oc2ccc(OC)cc2N1C)=C\c1sc2ccccc2[n+]1CCCS(=O)(=O)[O-]
    5.8, -2.5, 3.5, ·, 22.6, -1.3, 0.3
c1ccc(-c2nnc3ccc(N4CCC5(CC4)OCCO5)nn23)cc1
    ·, 4.1, ·, 60.8*, ·, 3.1, ·
C/C=C/c1ccc2c(c1)O[C@H](CN(C)C(=O)Cc1ccccc1)[C@@H](C)CN([C@@H](C)CO)S2(=O)=O
    22.7, 0.2[16.7 µM], -4.8, -3.9, ·, -1.2, 4.0
CC1CCC(NC(=O)CCn2ccc3cc(S(=O)(=O)N4CCCC4)ccc32)CC1 (stereo not drawn)
    11.3, 11.0, 8.9, 0.5, -21.2, 3.5, -2.1
O=C(N[C@@H](Cc1ccc(O)cc1)C(=O)O)c1ccc(C(F)(F)F)cc1
    -10.5, -0.8, -2.5, -2.3, 0.4, -6.1, -3.0
CC(C)OCCCNc1ncnc2c1nc1n2CCCC1
    -2.5, -4.4, -3.0, 9.7, -11.5, ·, -0.2
CC=Cc1ccc2n(c1=O)C[C@@H]1[C@@H](CO)[C@H](C(=O)NCCc3ccncc3)N[C@H]21 (mixture of isomers)
    -6.5, 2.1[16.7 µM], 3.2, 7.3, 1.1, ·, -1.5
C#CCOCCOCCOCCNc1nc(N2CCN(C(=O)[C@H]([C@@H](C)CC)n3cc(CCCN=C(N)N)nn3)CC2)nc(N2CCN(C(=O)[C@H](CCCCN)n3cc(CCCC)nn3)CC2)n1
    -1.0, 1.8, -10.1, ·, 4.9, -4.6, -1.0
COc1ccc(NC(=O)CN(C)C(=O)COc2ccccc2Cc2ccccc2)cc1
    -1.5, 19.3, -3.7, -82.7, 27.3, -3.0, -0.3
Cn1cccc1C(=O)OCC(=O)NC(=O)c1ccc(Cl)cc1
    -2.1, -8.2, 25.9*, 12.7, -13.2, 2.1, 5.2
O=S(=O)(c1ccccc1)N1CCCCN2[C@H](C1)[C@H](c1ccc(-c3cncnc3)cc1)[C@@H]2CO
    -6.4, -5.4[16.7 µM], -0.1, -11.4, -1.9, ·, 0.4
O=S1(=O)CCN2N=C(C3CC3)SC2=N1
    -8.9, ·, -1.5, 13.1, 16.4, 2.9, 0.4
O=C(C=Cc1ccccn1)c1ccccc1O
    1.8, -0.6, 8.4, -28.5, -12.6, -12.8, 5.5
CC(=O)C1C(c2ccc(OC(F)F)cc2)NC(=O)NC1(O)C(F)(F)F (stereo not drawn)
    0.1, 4.9, -9.9, ·, -25.6, -12.6, -3.0
CCC(=O)OCC(=O)Nc1ncc(C(F)(F)F)cc1Cl
    -5.9, 3.8, 1.7, 14.1, -3.5, 18.7, -1.0
CCn1c(SCC(=O)NC2CCCC2)nnc1-c1ccco1
    5.0, -12.7, 0.5, 9.7, -10.3, 3.5, 2.2
CN(CC1CCOCC1)C(=O)CC1C(=O)NCCN1Cc1ccc(F)c(F)c1 (stereo not drawn)
    6.6, -4.2, 2.1, 3.9, 7.9, ·, -2.1
Cn1c(N)c(C(=O)c2ccc(Cl)c(S(=O)(=O)N3CCCCCC3)c2)c(=O)n(C)c1=O
    6.1, -13.2, -8.2, -20.0, 14.1, -9.3, 1.5

(listing goes on)
Each structure is followed by: EWS-Fli block, miR122 inh, DENV2 CPE, GSIS activator, PAX8 reporter, FN deposit inh, CFTR F508del cor
Cc1ccc(CNC(=O)c2ccc3c(=O)c(O)c(-c4ccc(C)cc4)[nH]c3c2)cc1
    8.7, 7.5, ·, -9.5, 70.0*, 12.5, 14.3*
CN(Cc1nc2ccc(Cl)cc2[nH]1)Cc1nc(-c2cnccn2)no1
    -1.3, ·, 7.9, -9.0, 13.2, 2.5, -2.5
O=C(Nc1ccccc1)N1C[C@H]2[C@@H](c3ccccc31)[C@H](CO)N2Cc1ccc(F)cc1
    -7.3, -28.2[16.7 µM], ?, -9.2, -19.9, ·, 0.3
COCC(=O)N1CC[C@@H]2[C@H](CO)Nc3ccc(-c4ccc(C#N)cc4)cc3[C@@H]21
    -1.3, 2.7[16.7 µM], -7.5, 4.6, -0.5, 12.1, -1.7
Fc1ccc(-c2cn3ccccc3n2)cc1
    -44.1, -0.6, 5.4, -3.5, -112.4, 2.2, 1.2
CCNC(=O)CSc1nnc(-c2cccc(S(=O)(=O)N(CC)CC)c2)n1CCc1ccccc1
    ·, 0.0, ·, -1.7&-6.3, ·, -1.9, ·
O=C(NCc1ccncc1)C1CCN(C(=O)c2cccc(Cl)c2)CC1
    ·, 3.9, -3.7, 9.5, -1.7, 1.5, -1.9
COc1ccc(NC(=O)CN(c2ccccc2OC)S(=O)(=O)c2cccs2)cc1Cl
    4.7, -2.7, -7.5, -39.3, -0.8, 2.3, 2.9
CCOC(=O)c1cnc2ccc(OCC)cc2c1NCc1ccccc1
    ·, -3.5, 7.0, -29.4, -5.5, 4.6, ·
CCOC(=O)Cc1csc(NC(=O)c2ccc(S(=O)(=O)N3CCOCC3)cc2)n1
    -0.7, ·, 3.8, 56.1, 18.7, -6.2, 1.1
CCOC(=O)C1CCN(C(=O)CCS(=O)(=O)c2ccc3c(c2)CCN3C(=O)CC)CC1
    -2.0, ·, 0.6, 3.2, 13.0, 6.4, 2.7
Cc1ccc([C@H]2C(C#N)=C(N)Oc3cc(C)oc(=O)c32)o1
    5.3, ·, 0.2, -4.1, 21.1, -1.8, 1.2
O=[N+]([O-])c1ccc(Cl)c(S(=O)(=O)Nc2cccc(-c3ccc(N4CCCC4)nn3)c2)c1
    -32.6, ·, 11.8, -0.5, -49.7, 4.6, 1.7
Cc1cc(=O)oc2cc(OCc3ccc(C(=O)OCC(=O)Nc4ccc(N(C)C)cc4)cc3)ccc12
    -9.7, ·, 6.5, -5.8, -28.3, 0.4, 0.0
C[C@H]1CN([C@@H](C)CO)C(=O)Cc2cc(NC(=O)Nc3ccc4c(c3)OCO4)ccc2O[C@@H]1CN(C)S(=O)(=O)c1ccc(F)cc1
    3.1, 4.2[16.7 µM], -2.5, 7.8, ·, -5.3, -4.2
CNc1oc(-c2ccc(Cl)cc2)nc1C#N
    ·, 2.8, ·, 16.0, ·, -3.9, ·
CC(C)NC(=O)Nc1ccc2c(c1)CC(=O)N([C@@H](C)CO)C[C@H](C)[C@H](CN(C)Cc1ccc3c(c1)OCO3)O2
    ·, 3.2[16.7 µM], 8.4, 3.4, -20.9, ·, -0.6
O=C(CSc1oc(-c2ccc(F)cc2)nc1S(=O)(=O)c1ccccc1)NCC1CCCO1 (stereo not drawn)
    ·, 9.0, ·, ·, 17.0, 8.9, ·
